# Screening results from PubChem BioAssay.
# pPAFAH FP inh – inhibitors of human plasma PAF acetylhydrolase (pPAFAH) | AID 463082 | inhibition, % at 3.39 µM | Q13093 | recombinant pPAFAH, FP-rhodamine probe fluorescence polarization | 330,000 compounds, 1.5% hits;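 active = inhibition above the mean inhibition across the screen plus 3 SD, cut at about 25% in these data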;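 also: inhibitors block binding of the rhodamine activity-based probe so polarization drops; 0% = enzyme with DMSO and 100% = wells lacking pPAFAH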
# Target sequence (Q13093 whole entry, looked up): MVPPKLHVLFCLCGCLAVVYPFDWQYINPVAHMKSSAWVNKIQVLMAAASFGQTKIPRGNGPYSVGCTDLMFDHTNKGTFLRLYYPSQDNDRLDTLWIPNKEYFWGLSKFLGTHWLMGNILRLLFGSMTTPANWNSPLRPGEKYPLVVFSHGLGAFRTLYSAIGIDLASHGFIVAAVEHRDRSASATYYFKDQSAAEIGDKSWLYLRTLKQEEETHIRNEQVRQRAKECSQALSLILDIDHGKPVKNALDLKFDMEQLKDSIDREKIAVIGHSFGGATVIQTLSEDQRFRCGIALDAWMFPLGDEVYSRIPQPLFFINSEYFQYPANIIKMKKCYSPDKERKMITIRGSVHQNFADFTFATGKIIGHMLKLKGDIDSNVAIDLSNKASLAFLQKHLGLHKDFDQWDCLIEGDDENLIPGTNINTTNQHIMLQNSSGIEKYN
# PAFAH1B3 FP inh – inhibitors of human PAFAH1B3; recombinant PAFAH1B3, FP-rhodamine probe, fluorescence polarization; inhibition, % at 3.39 µM; 340,000 compounds, 0.28% hits; AID 492972;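 active = inhibition above the screen-wide average of all tested compounds plus 3 SD, cut at about 25% in these data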;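 also: 0% = enzyme with DMSO only and 100% = wells lacking PAFAH1B3 protein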
# Target sequence (Q15102 whole entry, looked up): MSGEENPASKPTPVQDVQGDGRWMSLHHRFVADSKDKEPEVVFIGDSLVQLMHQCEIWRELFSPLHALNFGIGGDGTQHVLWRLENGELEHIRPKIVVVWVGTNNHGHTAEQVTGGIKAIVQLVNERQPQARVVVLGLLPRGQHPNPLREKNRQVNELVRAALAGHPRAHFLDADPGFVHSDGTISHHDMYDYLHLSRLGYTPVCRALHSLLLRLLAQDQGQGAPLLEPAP
# PREPL inh – human PREPL enzyme inhibition; recombinant PREPL, fluorescence polarization activity-based probe; inhibition, % at 5.96 µM; 320,000 compounds, 0.68% hits; in the data active = inhibition above about 43%;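 also: 0% = enzyme with DMSO and 100% = wells lacking enzyme; many of its hits are not listed in these tables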
# LYPLA1 inh – counter-screen for PME1 inhibitors: inhibitors of human LYPLA1 | inhibition, % at 5.9 µM | 320,000 compounds, 0.16% hits | O75608 | recombinant LYPLA1, FP-Rh probe fluorescence polarization | AID 2174;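 active = inhibition above the mean of all tested compounds plus 3 SD, set per campaign, cut at about 14% in these data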;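 also: inhibitors block serine hydrolase probe labeling of LYPLA1 so polarization falls; 0% = enzyme with DMSO and 100% = wells lacking LYPLA1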
# Target sequence (O75608 whole entry, looked up): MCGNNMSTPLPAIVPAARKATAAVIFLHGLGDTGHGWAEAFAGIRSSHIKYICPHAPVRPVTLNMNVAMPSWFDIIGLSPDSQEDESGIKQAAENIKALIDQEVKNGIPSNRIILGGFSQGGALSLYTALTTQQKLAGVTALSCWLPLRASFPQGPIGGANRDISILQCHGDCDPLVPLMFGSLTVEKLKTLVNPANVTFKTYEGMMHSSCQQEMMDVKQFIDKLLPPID
# ZTA DNA inh – ZTA (EBV) inhibition in EBNA-1 counter-screen | P03206 | ZTA-DNA binding, fluorescence polarization | inhibition, % at 11 µM | 320,000 compounds, 0.15% hits; in the data active = inhibition above about 33%
# EBNA-1 inhibitor – blocks EBNA-1 binding to DNA; EBNA-1 DNA binding, fluorescence polarization; inhibition, % at 14.8 µM; 300,000 compounds, 0.34% hits; in the data active = inhibition above about 28%
# LYPLA2 counter – counter-screen for PME1 inhibitors: inhibitors of human LYPLA2. 320,000 compounds, 0.38% hits. O95372. recombinant LYPLA2, FP-Rh probe fluorescence polarization. inhibition, % at 5.9 µM;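 active = inhibition above the screen-wide mean plus 3 SD, limit set per campaign, cut at about 26% in these data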;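 also: 0% = LYPLA2 with DMSO and 100% = wells lacking LYPLA2 enzyme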
# PAFAH2 inh – inhibitors of human PAFAH2; recombinant PAFAH2, FP-rhodamine activity probe, fluorescence polarization; AID 492956; inhibition, % at 3.39 µM; 340,000 compounds, 0.99% hits;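 active = inhibition above the mean over all tested compounds plus 3 SD, cut at about 30% in these data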;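 also: inhibitors block probe labeling of enzyme so polarization drops; 0% = enzyme with DMSO and 100% = wells lacking PAFAH2 protein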
# PAFAH1B2 inh – blocks human PAF acetylhydrolase 1b catalytic subunit 2 | recombinant PAFAH1B2, FP-rhodamine activity probe, fluorescence polarization | inhibition, % at 3.39 µM | 340,000 compounds, 1.2% hits | AID 492953;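 active = inhibition above the mean of all tested compounds plus 3 SD, cut at about 24% in these data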;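 also: 0% = enzyme with DMSO and 100% = wells lacking PAFAH1B2; many of its hits are not listed in these tables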
# Active calls of the source: *; . = not tested or not shown. An excerpt; the hit share may differ from the screen's.
SMILES,pPAFAH FP inh,PAFAH1B3 FP inh,PREPL inh,LYPLA1 inh,ZTA DNA inh,EBNA-1 inhibitor,LYPLA2 counter,PAFAH2 inh,PAFAH1B2 inh
CCOc1cc(/C=N/N=C(/N)c2nonc2N)cc(Br)c1OCc1ccc(Cl)cc1,-4.8,-9.1,-4.9,-6.8,5.4,-0.4,-10.2,-15.6,-2.5
O=C(NCC1CCCO1)c1ccc(NC(=O)c2cccc(Br)c2)cc1 (stereo unspecified),2.9,8.0,1.0,-1.2,-14.8,-4.5,-2.8,2.7,2.2
COc1ccc(NC(=O)Nc2nnc(-c3cccs3)s2)cc1,1.6,-0.6,-4.3,2.1,4.3,-4.8,0.3,-5.5,3.3
CC(C)(C)c1ccc(-c2noc(CCC(=O)NCC3CCCO3)n2)cc1 (stereo unspecified),4.6,-11.9,5.0,-0.8,8.5,3.3,1.4,-2.9,-0.8
O=C(CCCOC(=O)c1ccc(O)cc1O)c1ccccc1,-0.4,2.8,-2.8,-0.4,8.7,.,4.0,1.4,2.0
Cc1ccc(S(=O)(=O)c2cc3c(=O)n4ccccc4nc3n(C3CCCCC3)c2=N)cc1,2.0,-10.2,1.9,-3.7,23.0,16.9,-1.1,9.5,1.8
CC(O)(CS(=O)(=O)Cc1cccc(C(F)(F)F)c1)C(=O)Nc1cccc(C(F)(F)F)c1 (stereo unspecified),1.6,-3.2,-8.9,-4.7,10.8,4.5,1.0,-7.3,38.5*
O=S(CC(O)COCc1ccc(Cl)cc1)c1ccccn1 (stereo unspecified),-0.3,5.6,8.8,0.2,-6.6,7.6,0.8,-2.1,13.2
CC12CN3CCN(CC(C3)C1(O)CN1CCCCC1)C2 (stereo unspecified),0.0,9.2,4.1,0.9,7.2,-5.6,4.5,-4.3,0.6
N#C/C(=C\c1ccco1)C(=O)Nn1cnnc1,4.2,1.4,-6.5,4.0,-1.6,-8.4,1.9,-0.7,2.6
C[C@@H]1C[C@@H]2OC(=O)[C@]3(C)[C@H]2[C@@H](OC3(C)O)[C@]2(C)C(=O)CC[C@H]12 (stereo partly specified),5.4,.,-3.4,0.0,-3.2,-2.3,5.2,.,.
CC(C)c1ccc(C(C(=O)NC(C)(C)C)N(C(=O)CNC(=O)c2ccco2)c2cccnc2)cc1 (stereo unspecified),4.8,0.2,3.0,0.9,-1.4,-0.4,6.5,-4.7,1.0
Cc1cc(C)n(-c2nc3ccccc3c(=O)n2OC2CCCCC2)n1,6.4,7.5,2.9,-0.6,5.8,-1.1,-1.5,-0.2,-0.1
CC(=O)Nc1nc(C)c(-c2nc3ccc([N+](=O)[O-])cc3[nH]2)s1,7.9,9.5,20.1,-0.8,-15.4,-3.8,-1.2,3.3,7.0
Cc1nnc(NC(=O)CSc2nc(C(C)C)nc3ccccc23)s1,-0.7,7.6,6.1,-0.7,13.8,5.4,-0.2,7.5,-1.7
COc1ccc(NC(=O)CSc2nnc(N)s2)cc1S(=O)(=O)N1CCCCC1,3.9,2.2,7.1,.,.,.,.,1.2,6.8
O=C(c1ccc(CS(=O)Cc2ccccc2Cl)o1)N1CCN(c2cccc(Cl)c2)CC1 (stereo unspecified),15.1,6.5,-42.2,1.4,-12.4,-2.2,9.2,4.4,1.1
Cc1ccc(C)c(OCCC(=O)OCC(=O)Nc2cc(S(=O)(=O)N3CCOCC3)ccc2C)c1,20.1,6.5,0.9,1.1,-6.6,-11.3,0.0,10.1,3.5
CCOc1cccc(NC(=O)Cn2nc(-c3ccc4c(c3)OCCO4)ccc2=O)c1,-4.0,-5.0,-9.7,-9.9,8.2,35.0*,-10.9,-7.5,-9.6
Cc1cc(C)n(-c2cc(C)c(C)cc2Br)n1,1.8,-2.9,-1.7,-1.0,8.8,8.6,-4.2,-0.2,-1.4

# The list goes on:
SMILES,pPAFAH FP inh,PAFAH1B3 FP inh,PREPL inh,LYPLA1 inh,ZTA DNA inh,EBNA-1 inhibitor,LYPLA2 counter,PAFAH2 inh,PAFAH1B2 inh
O=C(CN1CCC(n2nnc3cc(C(F)(F)F)ccc32)CC1)Nc1ccc2c(c1)CCC2,4.1,-3.2,-5.8,-1.5,-6.7,-7.5,-2.6,-1.3,-1.3
CCn1c(SC)nnc1-c1c[nH]c2ccccc12,3.0,-9.6,4.5,-3.6,6.6,5.2,-0.1,-6.9,-1.2
Cc1ccc2nc(SCCCCOc3ccccc3)[nH]c2c1,-2.7,9.3,-26.5,-6.4,-4.2,-9.9,-8.4,-2.0,9.7
Nc1nc(Cl)nc2c1ncn2C1CC(O)C(CO)O1 (stereo unspecified),-0.7,8.6,-5.6,-1.5,5.8,3.5,2.1,-4.5,-5.9
Cc1cc(C)n2nc(S(=O)(=O)NCCc3ccccc3)nc2n1,2.3,12.8,-0.1,-1.2,10.2,1.7,-5.6,-7.4,-2.2
CC(C)OC(=O)/C(C#N)=C/c1c[nH]c2ccccc12,4.0,4.4,11.8,-5.5,-14.7,-3.1,1.4,-9.7,0.4
CC12CC3CC(C)(C1)CC(C(=O)NCc1ccncc1)(C3)C2,4.6,9.1,-11.0,-1.2,-9.8,-3.6,1.4,0.3,18.7
O=C(COC(=O)c1cccc([N+](=O)[O-])c1)NNC(=O)c1cccs1,5.3,8.7,13.2,1.9,-1.0,.,5.2,-4.3,7.2
Cc1nccn1CC(O)Cn1c2ccccc2c2ccccc21 (stereo unspecified),1.7,1.9,17.4,2.0,-5.6,12.7,14.0,-6.5,3.4
COc1ccc(C(=O)COC(=O)CCN2C(=O)C3C4CCC(C4)C3C2=O)cc1 (stereo unspecified),9.3,-9.2,3.7,3.8,-2.5,-4.9,6.0,0.0,8.5
CCc1nnc(NC(=O)/C=C/c2cccs2)s1,0.5,5.3,7.7,0.3,4.5,4.4,5.8,-3.4,2.6
COc1ccc(-c2cc(C(F)(F)F)nc(SCCC(=O)N3CCOCC3)n2)cc1,8.1,-4.6,5.6,0.0,7.1,8.4,-1.7,3.3,-0.1
CCCc1cc(=O)oc2c(CN3CCOCC3)c(O)ccc12,5.2,6.2,-1.9,2.2,1.7,0.2,1.5,-1.6,2.0
Cc1c(C(=O)N2CCCCC2)c(S(=O)(=O)N(C)Cc2ccco2)c(C)n1C,-0.1,0.0,-2.1,-1.6,13.0,5.6,-7.0,-3.1,3.6
O=C(CCC1CCCCC1)NNC(=O)c1cnccn1,6.7,-1.8,0.3,-0.8,9.6,3.6,4.2,-5.6,11.2
O=C(C1CCC(CNc2c(N3CCCCC3)c(=O)c2=O)CC1)N1CCCCC1 (stereo unspecified),2.4,2.5,-4.8,3.5,-7.0,4.0,1.7,-4.8,0.8
CCOc1ccc(NC(=O)NCc2ccco2)cc1,2.5,6.4,3.4,-5.1,-1.2,5.6,-1.5,2.2,-2.2
CN(CC(=O)Nc1ccc(F)c(F)c1F)C(=O)Cn1cnc2c1c(=O)n(C)c(=O)n2C,3.7,-1.0,8.3,0.9,4.9,.,3.0,-6.9,-3.0
COc1ccc(-c2coc3c(CN4CCCCC4C)c(O)ccc3c2=O)cc1 (stereo unspecified),4.1,-0.7,9.2,-1.9,-9.0,-3.3,4.5,1.4,6.1
C=CCN(c1ccccc1)S(=O)(=O)c1cccc2cccnc12,-2.0,5.7,3.6,3.1,-2.5,-8.4,0.2,-1.5,7.9

# Part of the list above, with each value named:
SMILES: CCCc1cc(=O)oc2c(CN3CCOCC3)c(O)ccc12
  pPAFAH FP inh: 5.2 | PAFAH1B3 FP inh: 6.2 | PREPL inh: -1.9 | LYPLA1 inh: 2.2 | ZTA DNA inh: 1.7 | EBNA-1 inhibitor: 0.2 | LYPLA2 counter: 1.5 | PAFAH2 inh: -1.6 | PAFAH1B2 inh: 2.0

SMILES: Cc1c(C(=O)N2CCCCC2)c(S(=O)(=O)N(C)Cc2ccco2)c(C)n1C
  pPAFAH FP inh: -0.1 | PAFAH1B3 FP inh: 0.0 | PREPL inh: -2.1 | LYPLA1 inh: -1.6 | ZTA DNA inh: 13.0 | EBNA-1 inhibitor: 5.6 | LYPLA2 counter: -7.0 | PAFAH2 inh: -3.1 | PAFAH1B2 inh: 3.6

SMILES: O=C(CCC1CCCCC1)NNC(=O)c1cnccn1
  pPAFAH FP inh: 6.7 | PAFAH1B3 FP inh: -1.8 | PREPL inh: 0.3 | LYPLA1 inh: -0.8 | ZTA DNA inh: 9.6 | EBNA-1 inhibitor: 3.6 | LYPLA2 counter: 4.2 | PAFAH2 inh: -5.6 | PAFAH1B2 inh: 11.2

SMILES: O=C(C1CCC(CNc2c(N3CCCCC3)c(=O)c2=O)CC1)N1CCCCC1 (stereo unspecified)
  pPAFAH FP inh: 2.4 | PAFAH1B3 FP inh: 2.5 | PREPL inh: -4.8 | LYPLA1 inh: 3.5 | ZTA DNA inh: -7.0 | EBNA-1 inhibitor: 4.0 | LYPLA2 counter: 1.7 | PAFAH2 inh: -4.8 | PAFAH1B2 inh: 0.8

# (listing goes on)
# Each structure is followed by: pPAFAH FP inh | PAFAH1B3 FP inh | PREPL inh | LYPLA1 inh | ZTA DNA inh | EBNA-1 inhibitor | LYPLA2 counter | PAFAH2 inh | PAFAH1B2 inh
COc1cc(CCCN2CCNC[C@@H]2Cc2ccc(O)cc2)cc(OC)c1OC
→ 2.6 | 8.8 | -13.3 | -0.2 | -3.6 | -1.2 | -3.4 | 0.9 | 5.3
NS(=O)(=O)c1ccc(N2CCOCC2)c(C(=O)NCc2cccs2)c1
→ -0.3 | 5.9 | 4.3 | . | . | . | . | 2.0 | 2.4
O=C(Oc1ccc(NC2=NS(=O)(=O)c3ccccc32)cc1)c1cccnc1
→ 0.8 | -6.8 | -5.4 | -2.6 | -1.7 | -7.8 | 0.8 | -0.7 | -0.7
C=CCNC(=O)c1cccc(Br)c1
→ -1.0 | 2.4 | -9.3 | -2.2 | 6.4 | 7.5 | -3.9 | 0.4 | 3.5
COc1ccc(-c2sc3ccc(N4CCOCC4)cc3c2C#CC(C)(C)O)cc1
→ 9.9 | -1.9 | 26.4 | -1.5 | -14.5 | . | 4.9 | 5.0 | -1.7
Cc1ccc(-c2cc(C(=O)NCCCn3ccnc3)no2)cc1
→ -0.3 | -11.5 | 1.3 | -0.6 | 14.2 | -4.1 | -1.3 | 10.2 | -1.1
CC(C)(C)OC(=O)C[C@H]1C/C=C\C[C@@H](CC(=O)N(CCO)Cc2ccccc2)C(=O)N[C@H](Cc2c[nH]c3ccccc23)COC1=O
→ 12.6 | 6.5 | 29.7 | . | . | . | . | 5.8 | 2.6
COc1ccc(C(=O)NC2=Nc3ccccc3N=C(C)C2c2ccccc2)cc1 (stereo unspecified)
→ 3.4 | 1.0 | 0.8 | 1.1 | 7.0 | 5.5 | 4.1 | 3.7 | -1.1
Cc1ccc(S(=O)(=O)N2CCOCC2)cc1C(=O)N1c2ccccc2Sc2ccccc21
→ 3.9 | 10.9 | 4.0 | -4.5 | 5.4 | -1.4 | -0.5 | 0.6 | 1.9
N#Cc1ccccc1NC(=O)COC(=O)c1ccc(S(=O)(=O)N2CCCC2)cc1
→ 8.6 | -4.2 | -1.1 | -1.6 | -4.5 | -8.5 | 5.0 | -3.0 | -5.9
O=C(Nc1cccc(S(=O)(=O)N2CCOCC2)c1)c1cn(-c2ccccc2)nc1-c1ccc(F)cc1
→ 2.3 | -1.9 | 9.3 | 0.2 | -10.5 | 3.9 | 1.2 | 2.3 | -2.9
CC(C)(C)c1ccc(Oc2ccc(NC(=O)c3ccco3)cn2)cc1
→ 0.9 | 4.8 | 2.6 | -3.5 | 3.5 | -4.2 | -9.6 | -1.8 | 3.0
